M4 antag – CHRM4 antagonism in calcium assay; AID 624125; P08173; CHO-hM4 cells, ACh EC80, Fluo-8 calcium fluorescence; inhibition, % at 3 µM; 360,000 compounds, 0.73% hits;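 active means inhibition above its plate's cutoff, the mean inhibition of sample wells plus 3 SD, cut at about 27% in these data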;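 further: 0% = acetylcholine EC80 with DMSO and 100% = DMSO without agonist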
M4 PAM – CHRM4 positive allosteric modulation; 360,000 compounds, 0.4% hits; P08173; CHO-K1 hM4/Gqi5, Fluo-8 calcium fluorescence, ACh EC20; 0% = ACh EC20, 100% = maximal ACh; activation, % at 3 µM; AID 624126;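 active means activation above its plate's cutoff, the mean activation of sample wells plus 3 SD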; further: some results filed as inactive read as strong as hits
M5 ag – agonists of human muscarinic M5 receptor (CHRM5); P08912; CHO-K1 hM5 cells, Fluo-8 calcium fluorescence; 0% DMSO wells, 100% maximal acetylcholine response; activation, % at 3 µM; 360,000 compounds, 0.19% hits;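 active means activation above the run's mean over test compounds plus 3 SD, cut at about 23% in these data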;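 further: signal is peak over basal fluorescence ratio across the kinetic read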
IDE cell inh – inhibitors of human insulin-degrading enzyme in cells; P14735; HEK cells, FAbetaB cleavage, fluorescence polarization; inhibition, % at 5.59 µM; 320,000 compounds, 0.41% hits;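 active means percent inhibition above the average of all tested compounds plus 3 SD, set per screening campaign, cut at about 16% in these data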;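 further: IDE supplied by intact live HEK cells; FP after avidin binding of uncleaved biotin substrate so inhibition keeps polarization high; 0% = DMSO wells and 100% = 60 µM reference IDE inhibitor Ii1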
Target sequence (P14735 whole entry, looked up): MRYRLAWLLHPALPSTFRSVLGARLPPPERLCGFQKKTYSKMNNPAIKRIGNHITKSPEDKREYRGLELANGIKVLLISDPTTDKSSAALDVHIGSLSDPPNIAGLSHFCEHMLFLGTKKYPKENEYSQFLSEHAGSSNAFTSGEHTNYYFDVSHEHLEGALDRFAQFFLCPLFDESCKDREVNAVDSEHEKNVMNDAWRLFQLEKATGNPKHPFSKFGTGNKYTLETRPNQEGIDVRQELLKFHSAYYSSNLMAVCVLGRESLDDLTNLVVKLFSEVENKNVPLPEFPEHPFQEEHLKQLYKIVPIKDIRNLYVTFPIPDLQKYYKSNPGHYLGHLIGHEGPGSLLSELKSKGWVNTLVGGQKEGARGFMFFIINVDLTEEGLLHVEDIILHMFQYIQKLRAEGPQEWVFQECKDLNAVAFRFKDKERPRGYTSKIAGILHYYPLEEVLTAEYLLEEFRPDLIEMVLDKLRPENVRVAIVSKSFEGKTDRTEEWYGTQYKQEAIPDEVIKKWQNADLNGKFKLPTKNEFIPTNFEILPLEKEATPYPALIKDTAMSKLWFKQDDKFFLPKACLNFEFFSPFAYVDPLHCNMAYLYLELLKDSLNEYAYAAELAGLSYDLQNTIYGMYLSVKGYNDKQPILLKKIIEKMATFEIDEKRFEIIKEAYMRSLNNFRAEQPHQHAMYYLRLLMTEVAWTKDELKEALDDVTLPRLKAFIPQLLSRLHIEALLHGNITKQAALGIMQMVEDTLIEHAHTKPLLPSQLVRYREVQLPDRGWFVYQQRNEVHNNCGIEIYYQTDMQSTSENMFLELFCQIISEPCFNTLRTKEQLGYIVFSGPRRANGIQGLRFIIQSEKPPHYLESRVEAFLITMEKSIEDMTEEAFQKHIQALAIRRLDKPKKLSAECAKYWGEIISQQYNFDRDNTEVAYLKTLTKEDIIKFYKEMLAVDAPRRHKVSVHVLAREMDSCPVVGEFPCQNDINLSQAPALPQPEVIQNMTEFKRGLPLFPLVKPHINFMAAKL
CHRM4 agonist – agonists of human muscarinic M4 receptor (CHRM4) | CHO-K1 hM4/Gqi5, Fluo-8 calcium fluorescence; vehicle 0%, full acetylcholine response 100% | activation, % at 3 µM | 360,000 compounds, 0.14% hits | AID 624127;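 active means activation above the run mean over all test wells plus 3 SD, cut at about 32% in these data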;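 further: peak over basal fluorescence ratio per well then scaled between controls; 0% = DMSO wells and 100% = acetylcholine at EC100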
CRFR2-BP ag – CRF-BP/CRF-R2 complex agonism; 350,000 compounds, 0.46% hits; HEK293 CRF-R2/CRF-BP, calcium dye fluorescence (FLIPR); percent of saturating CRF peptide response; AID 588473; activation, % at 13.2 µM;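 active means activation of at least 50%, plus an integration ratio under a set limit after plate pattern correction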;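 further: plate controls were neutral control wells without compound for no effect and CRF at EC100 for full effect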
CHRM5 PAM – potentiates acetylcholine response at human M5 receptor; P08912; CHO-K1 hM5, Fluo-8 calcium, ACh EC20 PAM; 0% = ACh EC20, 100% = ACh EC100; activation, % at 3 µM; 360,000 compounds, 0.3% hits; AID 624038;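 active means activation above the run cutoff, the mean activation of all test compounds plus 3 SD, cut at about 18% in these data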
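System – CHO-K1 hM5 cells · Compound – 3 µM, single dose · Incubation – compound preincubation 140 s before EC20 acetylcholine addition · Technique – Fluo-8 calcium fluorescence · Measure – Max/basal fluorescence ratio as % of EC20–EC100 ACh window · Benchmarks – low control EC20 acetylcholine (0%), high control EC100 acetylcholine (100%) · Replication – singlicate, one well per test compound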
CRFBP-R2 block – antagonists of CRF-binding protein/CRF-R2 receptor complex | HEK293 CRF-R2/CRF-BP, CRF-induced calcium fluorescence | inhibition, % at 11.8 µM | 350,000 compounds, 0.59% hits | AID 588475;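 active means inhibition of the ligand-induced calcium signal above about 50% at the single tested concentration, limit read from the data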
CHRM5 antagonist – antagonists of human muscarinic M5 receptor (CHRM5) | AID 624040 | CHO-hM5 cells, Fluo-8 calcium fluorescence, ACh EC80 | 360,000 compounds, 0.59% hits | inhibition, % at 3 µM | P08912;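 active means inhibition above a per-plate cutoff, the mean of that plate's test compounds plus 3 SD, cut at about 27% in these data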;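 further: 0% = acetylcholine EC80 with DMSO and 100% = DMSO without agonist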
Starred values were filed as active, the others as inactive; x = no result given. Hits appear at their usual frequency; overall some 2.9% were active at least once.

SMILES	M4 antag	M4 PAM	M5 ag	IDE cell inh	CHRM4 agonist	CRFR2-BP ag	CHRM5 PAM	CRFBP-R2 block	CHRM5 antagonist
O=C(NCc1ccccc1)C(=O)NCC1OCCN1C(=O)c1cccs1 (stereo not given)	-3	2	-3	3	0	-2.1	-1	4	3
CN(c1cccc(NC(=O)CN(c2ccc(C34CC5CC(CC(C5)C3)C4)cc2)S(C)(=O)=O)c1)S(C)(=O)=O	2	7	4	-2	8	0.0	-3	-8	3
CCCCNC(=O)C1(C)CCCCN1Cc1ccc(-c2ccccc2)cc1 (stereo not given)	-6	-4	0	x	-3	x	-3	x	-8
Nc1c(Cl)cc(N=Nc2ccccc2)cc1Cl	0	2	7	x	-1	-3.9	4	5	-3
CC(C)[C@H](NC(=O)OCc1ccccc1)C(=O)OCC(=O)N1CCN(c2ccccc2)CC1	-9	15	1	-6	9	1.1	-7	0	1
O=[N+]([O-])c1ccc(CSc2ccccn2)cc1	-8	0	-9	2	-1	-1.2	-4	17	13
Cc1ccc(NC(=O)C2(C)CCN2Cc2ccc(OC(C)C)cc2)cc1 (stereo not given)	-16	2	1	x	0	x	-3	x	9
O=C1N[C@@H](Cc2ccccc2)C(=O)N2[C@H]1C[C@]1(Br)c3ccccc3N(S(=O)(=O)c3ccc(F)cc3)[C@H]21	-5	7	-7	0	1	-2.6	3	-9	-1
Clc1cc2cccnc2c2ccccc12	12	-6	0	19*	0	-1.3	1	-18	-2
Cc1cc(NC(=O)c2ccc3sc([C@@H]4O[C@H](CO)[C@H](O)[C@H](O)[C@H]4O)nc3c2)n(C)n1	2	-5	1	x	0	x	0	x	-3
Cc1nc(C)c(CCNC(=O)c2ccc(C(F)(F)F)cc2)s1	-1	12	-2	6	0	-0.7	0	13	-5
CCOc1ccc(-n2c(=O)c3c4c(sc3n(CC(=O)NCC3CCCO3)c2=O)CCC4)cc1 (stereo not given)	5	-5	2	1	-1	-2.1	-2	0	0
CC(OC(=O)/C=C/c1ccccc1Cl)C(=O)NC1CCCCC1C (stereo not given)	-16	13	-1	-2	0	1.0	7	8	6
CC1(C)Oc2ccc(NC(=O)C3COc4ccccc4O3)cc2O1 (stereo not given)	-9	3	-9	-1	1	-0.9	-2	9	-9
O=c1cc(CSc2ccccc2)nc(-c2ccncc2)[nH]1	-5	14	0	-1	1	0.1	6	-11	-14
Cc1occc1-c1nnc(SCC(=O)N2CCOCC2)n1CCc1ccccc1	2	1	0	2	0	-1.3	-3	4	5
CC(C)OCCCNC(=O)c1c(N)n(/N=C/c2cccs2)c2nc3ccccc3nc12	9	-8	2	10	1	-1.4	2	-1	2
CC(=O)c1ccc(C(=O)N2CCCC(Nc3ccc(C(C)C)cc3)C2)s1 (stereo not given)	-18	-3	-2	0	4	2.4	-5	1	-12
CC(=O)NC(CC(=O)NNC(=O)COc1c(C)cccc1C)c1ccccc1 (stereo not given)	-10	0	1	0	1	1.2	15	-8	7
Cc1ccc(-n2c(=O)c3sccc3n(CC(=O)NCc3ccco3)c2=O)cc1F	3	4	-3	7	-1	-2.9	-1	12	2
COc1ccc(CCC(=O)OCC(=O)c2ccc(C)cc2)cc1	1	5	-4	0	-3	-1.6	-1	8	-1
O=C(NCc1nnc(SCC(=O)N2CCCC2)o1)c1ccccc1F	-9	10	-6	5	1	-1.1	2	0	-10
CCOC(=O)Cn1nnc(-c2ccccc2)n1	0	-1	-3	-2	0	-0.1	0	-8	-3
COc1cccc2c(=O)cn[nH]c12	-5	0	2	7	1	-0.4	-1	-15	-3
O=C(Nc1ccc(Cl)cc1N1CCOCC1)C1CCCCC1	-2	5	2	-1	0	-0.8	-2	-6	0
SMILES	M4 antag	M4 PAM	M5 ag	IDE cell inh	CHRM4 agonist	CRFR2-BP ag	CHRM5 PAM	CRFBP-R2 block	CHRM5 antagonist
COc1ccc(C2(C)ON(c3ccccc3C(F)(F)F)C2=O)cc1 (stereo not given)	11	-1	0	3	1	-3.9	0	3	2
Cc1ccc(-n2c(SCC(=O)NC3CCS(=O)(=O)C3)nc3ccccc3c2=O)cc1 (stereo not given)	7	-4	-1	6	1	1.0	-4	-4	-1
CCOc1ccc(CCNC(=O)c2nnc(CS(=O)(=O)c3ccccc3)o2)cc1OCC	-3	-4	-2	1	3	-1.7	-1	-1	7
CCCCOC(=O)c1ccc(NC(=O)CN2C(=O)NC3(CCCCCC3)C2=O)cc1	-3	1	5	0	6	-0.3	1	-4	-3
CCOC(=O)C1(C)NC(c2ccc(OC)cc2OC)C2C(=O)N(c3cccc(OC)c3)C(=O)C21 (stereo not given)	-6	2	-2	-6	1	1.6	-4	-7	-1
Cc1ccc(C(=O)NC2CCN(S(=O)(=O)c3ccc(C)cc3)CC2)cc1	0	5	-2	0	-1	-15	1	-4	3
CC(=O)NS(=O)(=O)c1ccc(N=NN2CCCCCC2)cc1	5	3	-1	4	0	-1.3	-8	-6	19
CCc1nc2c(OCc3cccc(Cl)c3)cccn2c1N(C)C(=O)C(C)C	-17	5	-2	x	-1	x	4	x	-5
CS(=O)(=O)N(CC(=O)NC1CCCCCC1)Cc1ccc(Cl)cc1	14	18	-3	-1	1	-1.8	9	-11	-1
Nc1c(C(=O)NCc2ccc(F)cc2)c2nc3ccccc3nc2n1CCCN1CCOCC1	16	-13	1	11	10	3.5	2	-18	-1
CCCCNC(=O)CSc1ccc(S(=O)(=O)N2CCOCC2)cn1	9	-6	0	0	0	-1.8	-10	20	20
CC(C)C[C@@H]1O[C@H](CCc2ccccc2)Cc2[nH]c(=S)[nH]c(=O)c21	-7	1	-1	x	0	x	-7	x	0
CCOC(=O)c1c(N)sc(C(=O)N(C)C)c1C	-13	6	-1	-1	0	-0.6	-8	8	-5
COc1ccc(CC(=O)OCC(=O)Nc2cccc(Br)c2)cc1	-9	11	-2	3	0	-0.4	-1	-4	0
S=c1[nH]c2ccc3ccccc3c2[nH]1	-8	4	-3	4	2	-0.1	-1	-16	3
CCN(c1ccccc1)S(=O)(=O)c1ccc(Cl)c(C(=O)OCC(=O)c2[nH]c(C)c(C(C)=O)c2C)c1	28*	-37	-4	0	5	-0.3	-17	39	16
COc1ccc(NC(=O)CCc2nnc3ccc(NCc4ccco4)nn23)cc1OC	-19	5	-3	4	0	1.0	3	6	-2
COCCN(Cc1ccco1)C(=O)C1CCCN(c2ncnc3c2nc2n3CCCCC2)C1 (stereo not given)	-14	4	-3	5	-1	-0.7	2	5	3
O=C(Nc1nc2cc3c(cc2s1)OCCO3)c1ccc(N2C(=O)CCC2=O)cc1	7	1	6	-2	1	0.4	3	14	2
COc1ccc2nc(N=Nc3ccc(N(C)C)cc3)sc2c1	-1	3	-5	x	0	0.0	-4	-1	4
N#Cc1ccc(CN2CCN(C(=O)c3cn(Cc4ccccc4)nc3-c3cccnc3)CC2)cc1	-3	6	2	0	4	0.8	-1	1	2
O=C(NCc1ccccc1)C1=C[C@@H](C2CC2)C[C@@H](OCCCCO)O1	4	5	0	-2	1	-1.8	3	25	11
O=C(CC1CS(=O)(=O)CC1CC(=O)Nc1ccc2c(c1)OCCO2)Nc1ccc2c(c1)OCCO2 (stereo not given)	7	-7	2	3	0	-0.3	-4	-4	-3
CCc1ccc(NC(=O)c2sc3nc(C)nc(N4CCN(c5ccccn5)CC4)c3c2C)cc1	-5	0	-3	0	1	-0.1	-4	-8	5
O=C1c2ccccc2C(c2nnnn2Cc2ccccc2)N1CCc1ccc(O)cc1 (stereo not given)	1	-9	5	x	26	x	-21	x	7
SMILES	M4 antag	M4 PAM	M5 ag	IDE cell inh	CHRM4 agonist	CRFR2-BP ag	CHRM5 PAM	CRFBP-R2 block	CHRM5 antagonist
Nc1nc(SCC(=O)Nc2ccc(Cl)cc2C(F)(F)F)n[nH]1	10	-1	-2	-2	0	-1.3	1	-1	13
CC(=O)NCCNC(=O)C1(C)Cc2c(-c3cccc(NC(C)=O)c3)ccnc2O1 (stereo not given)	-12	13	2	x	0	x	-2	x	5
O=C(Nc1nc2cc3c(cc2s1)OCO3)c1ccco1	7	6	3	x	1	5.2	-4	-2	10
CC(=O)Nc1cccc(C(=O)NCCc2ccco2)c1	3	6	-2	3	1	0.7	3	3	4
O=C(Nc1ncn[nH]1)c1c(Cl)ccc(Cl)c1Cl	-7	4	5	3	1	-0.5	8	-15	-9
O=C(c1cn(-c2ccccc2)nc1-c1cccc(Br)c1)N1CCOCC1	-10	0	1	5	6	8.2	3	-61	-10
Cc1ccc2[nH]c(C)c(/C=C/c3cc[n+](C)cc3)c2c1	-6	3	0	x	2	46	-6	-30	-4
CCCn1c(SCC(=O)Nc2c(C)cccc2CC)nnc1C(C)C	0	1	-4	9	2	-2.3	-16	4	-4
COc1ccccc1NC(=O)c1oc2ccccc2c1NC(=O)c1ccco1	4	-7	-2	0	-1	0.6	6	5	-9
COc1ccc(C2C3=C(CC(C)(C)CC3=O)Oc3ncn4nc(-c5cccnc5)nc4c32)cc1 (stereo not given)	1	-2	2	9	1	0.5	-6	-3	6
COc1ccccc1NC(=O)c1ccc(NC(=O)CSc2ncn[nH]2)cc1	-4	3	1	-1	0	-0.9	2	3	-4
CC(=O)NS(=O)(=O)c1ccc(NC(=O)c2ccc(Br)o2)cc1	-9	-1	2	-5	-1	-1.1	3	-12	2
N=C1/C(=C\c2ccc(OC(=O)c3ccc(F)cc3)cc2)C(=O)N=C2SC(N3CCOCC3)=NN12	5	3	-4	0	-1	-0.1	-2	-1	20
CCCCCCn1cc(CN2CC(N3CCN(CCN(C)C)CC3)CS2(=O)=O)nn1 (stereo not given)	-7	2	1	x	1	x	1	x	-3
Cc1ccc(C)n1CCN1CCN(C(=O)CSc2nc3ccccc3nc2N2CCOCC2)CC1	4	2	-1	2	1	1.7	-3	2	15
Cc1cccc(Nc2c([N+](=O)[O-])c(=O)oc3ccccc23)c1	-13	2	5	-1	2	-1.0	11	-9	-8
CN(Cc1ccccc1)C(=O)c1nc2ccccn2c1CNCCCOc1cccnc1	-13	-26	-9	-5	7	-3.3	-5	3	5
CCC1(c2ccccc2)NC(=O)N(CC(=O)N(CC(=O)Nc2ccccc2C(F)(F)F)Cc2ccco2)C1=O (stereo not given)	-19	9	21	3	10	19	-5	-23	2
CC1CCc2[nH]c3ccc(C(=O)N(C)CC(=O)Nc4ccccc4Cl)cc3c2C1 (stereo not given)	3	8	1	x	7	0.0	-5	-16	5
Cc1nc(C)c(-c2ccn(S(=O)(=O)c3ccc(Cl)cc3)n2)o1	11	-19	-2	3	16	0.8	-19	18	6
CN(CC(=O)N1CCN(c2ccccn2)CC1)S(=O)(=O)c1ccccc1	-3	10	-3	3	3	0.7	1	4	-6

No new results follow: an excerpt of the list.
SMILES	M4 antag	M4 PAM	M5 ag	IDE cell inh	CHRM4 agonist	CRFR2-BP ag	CHRM5 PAM	CRFBP-R2 block	CHRM5 antagonist
O=C(NCc1ccccc1)C(=O)NCC1OCCN1C(=O)c1cccs1 (stereo not given)	-3	2	-3	3	0	-2.1	-1	4	3
CN(c1cccc(NC(=O)CN(c2ccc(C34CC5CC(CC(C5)C3)C4)cc2)S(C)(=O)=O)c1)S(C)(=O)=O	2	7	4	-2	8	0.0	-3	-8	3
CCCCNC(=O)C1(C)CCCCN1Cc1ccc(-c2ccccc2)cc1 (stereo not given)	-6	-4	0	x	-3	x	-3	x	-8
Nc1c(Cl)cc(N=Nc2ccccc2)cc1Cl	0	2	7	x	-1	-3.9	4	5	-3

Assay outcomes (PubChem)
